ASAP1 inh – inhibitors of human ASAP1 ArfGAP activity, primary screen, biochemical, fluorescence polarization | 360,000 compounds, 0.19% hits | inhibition, % at 16.5 µM | ASAP1-stimulated ARF1 GTP hydrolysis, GDP FP detection | Arf-GAP with SH3 domain, ANK repeat and PH domain-containing protein 1 (Homo sapiens), …; in the data active = inhibition above about 25%;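 also: 0% = vehicle with enzyme and substrate and 100% = no enzyme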
ADAM17 inh – ADAM17 inhibitors, primary screen, biochemical, QFRET; inhibition, % at 6.95 µM; Disintegrin and metalloproteinase domain-containing protein 17 (Homo sapiens), P78536; 370,000 compounds, 0.83% hits; recombinant ADAM17, EDANS/DABCYL FRET peptide cleavage; AID 720648, 2013;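 active = inhibition above the mean of compounds lying between control limits plus 3 SD, set per campaign, cut at about 8.5% in these data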;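 also: 0% = DMSO-only wells as the low control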
Tn7 DDE FP – inhibitors of Tn7 peptide binding to fibrin DD(E), primary screen, biochemical, fluorescence polarization, human fibrin, Tn7 probe | 370,000 compounds, 0.13% hits | inhibition, % at 8.3 µM | FP displacement of FITC-Tn7 peptide from fibrin DD(E); 0% = median of compound wells per plate | Fibrinogen beta chain (Homo sapiens), P02675;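 active = inhibition above the mean of compounds falling within the control limits plus 3 SD of them, cut at about 14% in these data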;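 also: 0% = plate median of compound wells and 100% = 10 µM Aha-Tn7 peptide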
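assay system = human clot-derived fibrin DD(E) complex | quantity = Fibrin-DD(E) at 2 µM final | timing = 10 min preincubation, 3 h with tracer, room temperature | signal = fluorescence polarization | measure = percent inhibition | benchmarks = high control wells with 10 µM unlabelled Aha-Tn7 peptide (full inhibition) | replicates = singlicate testing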
PLC-beta3 inh – human PLC-beta3 inhibitors, primary screen, biochemical, fluorescence; 1-phosphatidylinositol 4,5-bisphosphate phosphodiesterase beta-3 (Homo sapiens), Q01970; Purified PLC-beta3, fluorogenic substrate; inhibition, % at 12.2 µM; 370,000 compounds, 0.18% hits; AID 720704, 2013; in the data active = inhibition above about 11%;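 also: 0% = median of compound wells on plate and 100% = full blocker control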
SIAE inh – human SIAE inhibitors, primary screen, biochemical, fluorescence polarization, FP-Rh probe, 1536-well HTS; SIAE FP-Rh probe binding; inhibition, % at 9.66 µM; Sialate O-acetylesterase (Homo sapiens), Q9HAT2; 370,000 compounds, 0.69% hits; AID 1053197, 2014;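 active = inhibition above a cutoff: mean of compounds within the control limits plus 3 SD of those, cut at about 17% in these data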;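 also: 0% = plate median of compound wells and 100% = probe without SIAE protein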
PLCg1 inh – PLC-gamma1 enzyme inhibitors, primary screen, biochemical, fluorescence, purified enzyme. 1-phosphatidylinositol 4,5-bisphosphate phosphodiesterase gamma-1 (Homo sapiens), P19174. inhibition, % at 12.2 µM. 370,000 compounds, 0.84% hits. fluorogenic substrate; in the data active = inhibition above about 9.5%
TDP2 inh – human TDP2 enzyme inhibitors, primary screen, biochemical, epi absorbance, recombinant enzyme; T5PNP hydrolysis, p-nitrophenol absorbance 415 nm; inhibition, % at 12.8 µM; Tyrosyl-DNA phosphodiesterase 2 (Homo sapiens), O95551; AID 720702, 2013; 370,000 compounds, 0.34% hits;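 active = inhibition above the mean of all tested compounds plus 3 SD, set per campaign, cut at about 25% in these data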;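 also: 0% = DMSO with enzyme and 100% = buffer with substrate but no TDP2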
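Evaluation: % inhibition relative to enzyme-containing and enzyme-free wells. Material: recombinant human TDP2. Benchmarks: enzyme-free and DMSO wells. Timing: enzyme reaction with compound for 2 h at 37 °C. Compound dosing: 12.8 µM only. Measured by: p-Nitrophenol epi absorbance. Reagent: T5PNP substrate at 5 mM, a TopII-DNA adduct mimic. Replication: single well per compound.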
ADAM10 inh – human ADAM10 inhibitors, primary screen, biochemical, QFRET, HTS. AID 720582, 2013. recombinant ADAM10, EDANS/DABCYL FRET peptide cleavage, 3 h. inhibition, % at 7 µM. 370,000 compounds, 0.62% hits;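 active = inhibition above a per-campaign cutoff equal to the mean of compounds falling between control-based bounds plus 3 SD, cut at about 20% in these data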;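 also: 0% = DMSO wells while the 100% control is not disclosed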
ARFGAP1 inhibitor – inhibitors of rat ARFGAP1 GAP activity, primary screen, biochemical, fluorescence polarization, GDP tracer; AID 651572, 2012; inhibition, % at 16.5 µM; ADP-ribosylation factor GTPase-activating protein 1 (Rattus norvegicus), Q62848; 360,000 compounds, 0.26% hits; Arfgap1-stimulated ARF1 GTP hydrolysis, GDP FP detection;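 active = inhibition above a per-plate limit, mean inhibition of low control wells plus 3 SD, cut at about 25% in these data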;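 also: 0% = DMSO wells with enzyme and 100% = wells lacking Arfgap1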
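System: truncated rat Arfgap1 GAP domain / Benchmarks: high control wells lacking Arfgap1, low control full reaction with DMSO / Times: compound-enzyme preincubation 20 min, reaction 120 min, detection 60 min, 25 °C / Repeats: one replicate per compound / Also added: human ARF1(Δ1-17)-GTP substrate / Measured by: Tracer-displacement fluorescence polarization with EDTA stop, 620/688 nm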
DDE Tn6 FP inh – inhibitors of Tn6 peptide binding to fibrin DD(E), primary screen, biochemical, fluorescence polarization, human fibrin, Tn6 probe | Fibrin DD(E) TRITC-Tn6 fluorescence polarization displacement | AID 720509, 2013 | Fibrinogen beta chain (Homo sapiens), P02675 | inhibition, % at 8.3 µM | 370,000 compounds, 0.21% hits;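 active = inhibition above a per-campaign cutoff: mean of compounds within control limits plus 3 SD, cut at about 15% in these data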;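 also: 0% = median of all compound wells on the plate and 100% = blocking peptide control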
* = called active by the depositor; nt = not tested or not shown. The order is random; about 3.6% have a hit in one of these screens.

SMILES | ASAP1 inh | ADAM17 inh | Tn7 DDE FP | PLC-beta3 inh | SIAE inh | PLCg1 inh | TDP2 inh | ADAM10 inh | ARFGAP1 inhibitor | DDE Tn6 FP inh
CCC(CC)C(=O)c1c[nH]c(C(=O)NCc2ccccc2)c1 | 5 | 0 | 14* | -1 | -2 | -3 | 5 | 0 | 9 | -1
Cc1sc2nc(C3CC3)nc(SCC(=O)N3CCc4ccccc4C3)c2c1C | -7 | -4 | 4 | -6 | -14 | -7 | 9 | -12 | -1 | -1
COC(=O)c1ccc(C2C(C(=O)OCC(C)C)=C(C)N=C3SCCC(=O)N32)cc1 (stereo not drawn) | -5 | 1 | -2 | 2 | 4 | 1 | 5 | 4 | 1 | 3
COc1ccc(NC(=O)CN(C)S(=O)(=O)c2ccc(Br)s2)cc1OC | 1 | -1 | 0 | -4 | 0 | 1 | -3 | -2 | 8 | 7
CC1CCC(NC(=O)C(NS(=O)(=O)c2cccc3nsnc23)C(C)C)CC1 (stereo not drawn) | -1 | 13* | 0 | -3 | 1 | 11* | -17 | 1 | -6 | -2
COC(=O)c1cc(OCC(=O)NC2CCCc3ccccc32)cc(C(=O)OC)c1 (stereo not drawn) | -2 | -2 | -6 | -5 | 5 | 0 | 1 | -7 | 11 | -1
COc1ccc(C2=CC(=O)C[C@H](c3ccc(OC)cc3)C2)cc1 | -2 | 3 | -1 | -5 | 1 | -1 | 4 | -7 | 7 | -4
Cc1nnc2c(NCCc3ccccc3)nc3ccccc3n12 | -4 | -8 | 10 | -11 | -7 | -2 | -8 | 4 | 13 | -5
CCOC(=O)CNC(=O)c1c(C)nn(C)c1Cl | 6 | -3 | -8 | -4 | 3 | 0 | -3 | 1 | 25* | 8
Cc1[nH]c(=O)nc(SCc2ccc(Cl)c(Cl)c2)c1C#N | -12 | 1 | -12 | -12 | -17 | 5 | -23 | 16 | -22 | -9
Cc1ccc(NS(=O)(=O)c2ccc(-n3cccn3)cc2)cc1Cl | 5 | 8 | -5 | 0 | -12 | 7 | -1 | 18 | -3 | 5
CCC(=O)Nc1cc(C(=O)OCC(=O)c2ccc(Cl)cc2Cl)ccc1C | 0 | 2 | 4 | 2 | 1 | 8 | 0 | 11 | -2 | -1
CCCCN(C)CCNC(=O)c1cc2c(-c3cccc(OC)c3)nn(C)c2s1 | -7 | -95 | 6 | -263 | 0 | -204 | 0 | -198 | 19 | -2
O=C(N/N=C/c1cccnc1)c1ccc([N+](=O)[O-])cc1 | 2 | 8.9* | -7 | 5 | -7 | 16* | -13 | 14 | -1 | -4
COc1ccc(C2NC(C(=O)O)Cc3c2[nH]c2ccccc32)cc1OC (stereo not drawn) | -8 | -11 | 7 | -16 | 6 | -14 | 0 | -31 | -12 | 1
COc1ccc2c(c1)c(=O)c(C(=O)c1ccc(F)cc1)cn2CC(=O)Nc1ccc(F)cc1 | 5 | 3 | 0 | 0 | -11 | -4 | 0 | -1 | 4 | -5
O=C(NC(=Nc1ccccc1)N1CCOCC1)Nc1ccccc1 | 5 | -7 | -3 | 0 | 3 | -2 | 0 | -12 | 8 | 0
COc1cc(NC(=S)NCCc2ccc(S(N)(=O)=O)cc2)c(OC)cc1Cl | 9 | 1 | 4 | -4 | -2 | 1 | 1 | 5 | 9 | 5
CCNC(=O)C1CCCN(C(=O)c2ccc(F)c(Cl)c2)CC1 (stereo not drawn) | -15 | -1 | 6 | 6 | 4 | 1 | 7 | -16 | -3 | 5
CCOC(=O)[C@@]12CCC3=C1N(CCC3)C(=O)[C@H](CC(=O)NCc1ccc(C)o1)C2 | nt | -3 | 0 | 1 | 5 | 0 | 9 | 2 | nt | 4
CC(C)n1cc(CN2CCN(CCc3ccccc3)C(CCO)C2)cn1 (stereo not drawn) | -10 | 1 | -3 | 8 | 5 | 2 | -14 | 3 | 5 | 0
OCCNCCNCc1ccc(-c2ccccc2)cc1 | 3 | -6 | 5 | -31 | 10 | 0 | 11 | -2 | -2 | -7
Cc1cc(OCC(=O)Nc2nccs2)c2c(C)cc(=O)oc2c1 | 11 | -3 | 1 | -8 | 3 | -3 | 6 | -28 | 8 | 5
OC(COCc1ccccc1)CN1CCCC1 (stereo not drawn) | -2 | -3 | 8 | -2 | 3 | -2 | 7 | -1 | 8 | 3
O=C1Nc2ccccc2C1Cc1ccc(OC(F)(F)F)cc1 (stereo not drawn) | 2 | -6 | 0 | -9 | 2 | -1 | -5 | 2 | -2 | 1

Structures listed so far marked active in PLCg1 inh:
SMILES | ASAP1 inh | ADAM17 inh | Tn7 DDE FP | PLC-beta3 inh | SIAE inh | PLCg1 inh | TDP2 inh | ADAM10 inh | ARFGAP1 inhibitor | DDE Tn6 FP inh
CC1CCC(NC(=O)C(NS(=O)(=O)c2cccc3nsnc23)C(C)C)CC1 (stereo not drawn) | -1 | 13* | 0 | -3 | 1 | 11* | -17 | 1 | -6 | -2
O=C(N/N=C/c1cccnc1)c1ccc([N+](=O)[O-])cc1 | 2 | 8.9* | -7 | 5 | -7 | 16* | -13 | 14 | -1 | -4

Going on with the list.
SMILES | ASAP1 inh | ADAM17 inh | Tn7 DDE FP | PLC-beta3 inh | SIAE inh | PLCg1 inh | TDP2 inh | ADAM10 inh | ARFGAP1 inhibitor | DDE Tn6 FP inh
O=C(NCC1CC1)C1(C(F)(F)F)CC(CCc2ccccc2)CCCO1 (stereo not drawn) | 8 | 3 | -4 | 1 | 4 | 2 | -7 | 4 | 18 | -2
CCCC(=O)Nc1ccc(C(=O)NNC(=O)c2ccco2)cc1 | -11 | -1 | 2 | 0 | 1 | 1 | 1 | -4 | 6 | -3
COc1ccc(NC(=O)CSc2nc(C)cs2)c(OC)c1 | -1 | -5 | -5 | -6 | -1 | 0 | 0 | -9 | 3 | -8
CCOc1ccccc1CN1CCN(Cc2ccc(C)o2)CC1CCO (stereo not drawn) | -4 | -1 | 4 | 1 | 8 | 2 | 7 | 0 | 0 | -3
Cc1ccc(NC(=O)COC(=O)CN2C(=O)c3ccccc3C2=O)cc1S(=O)(=O)N(C)C | -7 | -2 | 9 | -4 | -10 | 1 | -1 | -1 | 6 | 0
Cc1cccc(NC(=O)Nc2nnc(-c3ccccc3)o2)c1 | 1 | 0 | 1 | -3 | 4 | 2 | -3 | -2 | -5 | -1
S=c1[nH]nc(COc2ccccc2)n1/N=C/c1ccc(Cl)c(Cl)c1 | 0 | -1 | -5 | -6 | 1 | 1 | 1 | -3 | -18 | -1
CCOC(=O)N1CCN(CC(O)COc2cc(C)ccc2C(C)C)CC1 (stereo not drawn) | -22 | 0 | -1 | 3 | -7 | 1 | -3 | -9 | -2 | 3
CCOC(=O)/C=C1\CN(Cc2ccc(OC)cc2)S(=O)(=O)c2ccccc21 | 3 | 9.7* | -1 | 6 | 3 | 5 | -22 | 17 | 15 | -5
Nc1nc(N)nc(-c2ccc([N+](=O)[O-])o2)n1 | -15 | -5 | 4 | -6 | -14 | -5 | -3 | 2 | 6 | 6
CC(=O)Nc1cccc(-c2ccnc3c2CC(C(=O)NCC2CC2)O3)c1 (stereo not drawn) | 9 | 0 | 4 | -1 | 0 | 2 | 0 | -16 | -14 | 11
Cc1cc(C)cc(Cn2cc(CN3CC(N4CCN(CCO)CC4)CS3(=O)=O)nn2)c1 (stereo not drawn) | 1 | -3 | 2 | 0 | 9 | 3 | 2 | -1 | -13 | -11
CC1CCN(C(=O)CSc2nnc(Cn3c(=O)sc4ccccc43)n2C)CC1 | 4 | 2 | -1 | -1 | -1 | -1 | -5 | -5 | -5 | -8
COc1cc(N2C(=O)CC3(CCCC3)CC2=O)cc(OC)c1OC | 4 | -1 | -2 | -3 | 3 | 2 | 5 | 9 | -3 | 3
O=C(Cn1nc(C(=O)O)c2ccccc2c1=O)Nc1ccc(F)cc1F | -5 | -1 | -3 | -7 | 1 | -1 | 0 | 0 | 3 | 2
O=C(COc1ccc([N+](=O)[O-])cc1)Nc1cccc(C(=O)Nc2ccccc2C(=O)O)c1 | -5 | 0 | -2 | -10 | -38 | 9 | -12 | 3 | -6 | 0
Cc1c(NC(=O)CN2C(=O)NC(CCc3ccccc3)C2=O)c(=O)n(-c2ccccc2)n1C (stereo not drawn) | -14 | -1 | -8 | -3 | -7 | 0 | -5 | 7 | 1 | -8
Clc1ccc(-c2n[nH]c3c2CCCC3)cc1 | -8 | 2 | 3 | 0 | -3 | -1 | -5 | 0 | 8 | 6
Cc1c(Cl)c([N+](=O)[O-])nn1CC(=O)NC(C)c1ccccc1 (stereo not drawn) | -9 | 1 | -3 | -7 | 1 | -4 | 5 | -3 | -6 | 3
CC(C)N1CC(C(=O)Nc2ccc(F)c(Cl)c2)CC1=O (stereo not drawn) | 7 | -1 | 1 | -4 | -1 | -1 | -3 | 2 | -6 | -1
Cc1c(C(=O)c2ccc(F)cc2)c2ccccn2c1CCc1ccccn1 | -1 | -11 | 4 | -58 | -4 | -39 | 1 | -33 | -3 | 3
O=C(Nc1ccc(F)cc1)c1cc(-c2ccncc2)nc2c(Cl)cccc12 | -1 | 0 | -1 | -5 | -11 | -2 | 24 | -8 | -7 | -5
COc1ccccc1Oc1ncnc2sccc12 | 2 | -3 | 6 | -2 | -1 | 0 | -1 | 3 | 4 | 2
O=C(NCCN1C(=O)S/C(=C\c2cccnc2)C1=O)C1CC(=O)N(Cc2ccco2)C1 (stereo not drawn) | -1 | 0 | -10 | 3 | 2 | 1 | 1 | 4 | 1 | 0
COc1cc(C(=O)OCc2cccc(S(=O)(=O)N3CCOCC3)c2)ccc1OCC(C)C | 11 | 5 | -8 | 6 | -12 | 9 | -23 | 5 | 1 | -1
C=CCn1cc(CN2CCC(C(=O)Nc3cccc(-c4cccc(F)c4)c3)CC2)c(C)n1 | -14 | -1 | -2 | -4 | -1 | 4 | -12 | 3 | 5 | -3

High-throughput results as filed in PubChem BioAssay.
